# Screening data from PubChem BioAssay.
# N370S GC: inhibitors or activators of N370S glucocerebrosidase for Gaucher disease | actives 0.092% (n = 330,000) | Potency, µM (top dose mostly 59.4 µM), for inactives: top-dose activity change, negative = inhibition, hits mostly inhibitors | P04062 | N370S GC spleen homogenate, 4MU-glucoside fluorescence;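 also: 0% = full enzyme activity and -100% = no enzyme basal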
# KAT2A inh: blocks human GCN5L2 histone acetyltransferase. actives 0.21% (n = 390,000). Potency, µM (doses to about 58.9 µM), without a hit: at the highest dose activity change, negative = inhibition, usual class: inhibitors. GCN5L2 HAT assay, ThioGlo1 CoA-SH fluorescence
# Target sequence (Q92830 whole entry, looked up): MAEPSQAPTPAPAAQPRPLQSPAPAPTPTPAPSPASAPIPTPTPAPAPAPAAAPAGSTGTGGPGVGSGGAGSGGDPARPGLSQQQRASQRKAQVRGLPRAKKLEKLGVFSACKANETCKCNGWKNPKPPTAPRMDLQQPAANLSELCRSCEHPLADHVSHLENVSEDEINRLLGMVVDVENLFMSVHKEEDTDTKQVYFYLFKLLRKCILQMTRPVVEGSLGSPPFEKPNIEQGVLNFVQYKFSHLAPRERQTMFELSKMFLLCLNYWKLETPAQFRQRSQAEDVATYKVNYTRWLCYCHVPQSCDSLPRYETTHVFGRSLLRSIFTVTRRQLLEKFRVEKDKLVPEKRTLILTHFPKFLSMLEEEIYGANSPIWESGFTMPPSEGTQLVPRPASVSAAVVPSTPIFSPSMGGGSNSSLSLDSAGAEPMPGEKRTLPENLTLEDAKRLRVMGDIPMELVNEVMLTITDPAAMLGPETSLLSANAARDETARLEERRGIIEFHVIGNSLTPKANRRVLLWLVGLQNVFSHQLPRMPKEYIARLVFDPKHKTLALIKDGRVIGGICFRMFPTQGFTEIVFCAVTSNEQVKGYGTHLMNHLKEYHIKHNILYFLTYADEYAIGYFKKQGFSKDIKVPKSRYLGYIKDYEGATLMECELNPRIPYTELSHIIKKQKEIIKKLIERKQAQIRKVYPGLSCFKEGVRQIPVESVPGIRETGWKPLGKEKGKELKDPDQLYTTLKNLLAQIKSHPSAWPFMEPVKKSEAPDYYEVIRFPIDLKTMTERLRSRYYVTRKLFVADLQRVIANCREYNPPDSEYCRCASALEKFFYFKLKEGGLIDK
#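 GCN5L2 (20 nM) in 50mM HEPES pH 7.5, 0.1mM EDTA, 0.01% Tween-20 preincubated 15 min with compounds at room temperature. Reaction started with H3(1-25) 75uM, acetyl-CoA 70uM, ThioGlo1 50uM; CoA-thiol fluorescence (Ex340/Em540) read at 0 and 20 min.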
# FEN1 inhibitor: human FEN1 inhibition; P39748; Recombinant FEN1 flap cleavage, fluorescence, 15 min; Potency, µM (top dose mostly 114 µM), inactives show top-dose activity change, negative = inhibition, usual class: inhibitors; actives 0.35% (n = 390,000); AID 588795; also: nearly all actives have a fitted effect of over 65% in size
#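 FEN1 at 10 nM preincubated with compounds 15 min at room temperature, then flap DNA substrate added at 50 nM final. Signal read at 0 and 15 min; concentration-response fitted with four-parameter Hill equation.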
# The depositor's hits bear a star; ? = inconclusive; nt = no result given; [ ] = remark or other dose. Calls follow the shape of the dose curve; as a rule, active = well fitted curve in the direction sought with a large enough effect; inconclusive = small, poorly fitted or top-dose-only effect, or another doubt; inactive = no such curve, though single readings can be large; an effect the other way counts as inactive or inconclusive. Unless noted, % is scaled to controls: 0 for no effect and ±100 for the full control effect; potency is read from the fitted curve at half-maximal effect.
SMILES,N370S GC,KAT2A inh,FEN1 inhibitor
Cc1csc(NC(=O)CCSCCc2ccccn2)n1,1%,-10%,13%
C(=N\Nc1nc(N2CCCCCC2)nc(N2CCCCCC2)n1)/c1ccccc1,?,-15%,-23%
CC(C(=O)NCC1CCCCC1)N(C)CC(=O)Nc1ccc(N2CCOCC2)cc1 (stereo not drawn),1%,-1%,5%
Cn1cnnc1SCc1ccc(F)c2ccccc12,-12%,-1%,-2%
COc1ccc(-c2noc3c2-c2nc(-c4c(F)cccc4F)sc2CC3)cc1,-19%,1%,-14%
Fc1ccc(-c2csc(N3CCC(c4ccccc4)C3)n2)cc1 (stereo not drawn),-5%,-9%,7%
COc1ccc(NC(=O)N(C)C[C@@H]2Oc3ccc(NC(=O)NC(C)C)cc3CC(=O)N([C@H](C)CO)C[C@@H]2C)cc1,nt,-4%,-4%
O=C(COc1ncnc2sccc12)N1CCN(C(=O)c2ccco2)CC1,3%,-14%,1%
CCCOC(=O)NC(CC)COC(=O)Nc1cccc(C)c1C (stereo not drawn),-19%,-4%,-16%
Cc1cc([N+](=O)[O-])nn1Cc1noc(C(=O)NCCCn2ccnc2)n1,-8%,-4%,1%
Cn1cc(C(=O)Nc2ccc(F)c(Cl)c2)cn1,-14%,-9%,-6%
CCC(=O)NCCc1nc2cc(NC(=O)c3ccc(Cl)cc3)ccc2n1C,-8%,-15%,16%
COC(=O)[C@H](Cc1ccc(O)cc1)NC(=O)Cn1cnc2c(SC)nc(N)nc21,nt,-1%,4%
COc1ccc(F)c(CN2CCC(n3nccc3NC(=O)CCCc3ccccc3)CC2)c1,2%,-5%,-1%
Cc1oc2ccc(OCC(N)=O)cc2c1C(=O)OC(C)C,4%,-20%,-1%
O=C(CSc1nnc(Cc2ccccc2)o1)c1ccc2c(c1)OCO2,-8%,-25%,-1%
Cc1ccc(NC(=O)Cc2nnc(SCC(=O)c3ccc(Br)cc3)n2C)cc1Cl,-18%,-2%[0.501 µM],nt
CC(=O)c1ccc(S(=O)(=O)Nc2cccc(-c3cn4c(n3)SCC4)c2)cc1,-2%,?,2%
N#Cc1c(SCc2cccc(Cl)c2)sc(C(=O)c2ccccc2)c1N,24%,-2%,-8%
Cc1sc2ncnc(N3CCC(C(=O)NNC(=O)COc4ccc(Br)cc4)CC3)c2c1C,-13%,-6%,-17%
COc1ccc(CNC(=O)C2CCN(S(=O)(=O)c3ccc4c(c3)NC(=O)CO4)CC2)cc1,-4%,2%,16%
CCOc1ccc(N2C(=O)/C(=C/c3ccccc3OCC(=O)OC)N(CC(=O)OC)C2=S)cc1,12%,0%,12%
CCN1CCN(Cc2ccc(NC(=O)c3cc(NC(=O)c4cc(-c5ccc(OC)cc5)n[nH]4)cc(OC)c3)cc2C(F)(F)F)CC1,?,-5%,-11%
COc1cccc(-c2cc(C(F)(F)F)n3ncc(C(=O)O)c3n2)c1,-1%,-3%,-7%
COC(=O)Cc1ccc(NC(=S)N2CCN(c3cc(Cl)ccc3C)CC2)cc1,0%,-5%,-14%
NS(=O)(=O)c1ccc(NC(=O)COc2ccc(S(=O)(=O)N3CCCC3)cc2)cc1,-11%,-1%,0%
CCN(CC)S(=O)(=O)c1cc(NC(=O)C2CC(=O)N(Cc3ccccc3)C2)ccc1Cl (stereo not drawn),nt,-5%,5%
CCOC(=O)C1=C(C)n2c(s/c(=C3\C(=O)Nc4ccccc43)c2=O)=NC1c1ccc(OC)cc1 (stereo not drawn),?,-5%,-10%
CC1CCN(S(=O)(=O)c2ccc3[nH]cc(C(=O)NCCN4CCOCC4)c(=O)c3c2)CC1,-17%,1%,2%
COc1ccc(OCCSc2nnnn2C2CCCCC2)cc1,12%,-11%,-17%
COc1ccc(NC(=O)Cn2c(=O)sc3ccccc32)cc1,3%,-3%,0%
C=CC[C@H](CC(=O)N(CCO)Cc1ccccc1)C(=O)N[C@H](COC(=O)[C@H](CC=C)CC(=O)OC(C)(C)C)Cc1c[nH]c2ccccc12,nt,-18%,-7%
CCC(c1nnnn1C1CCCC1)N1CCN(c2ccccc2)CC1 (stereo not drawn),-2%,0%,-1%
O=Cc1ccccc1-n1cncn1,3%,0%,2%
COCCNC(=O)CCn1c(=O)c2cc(OC)c(OC)cc2n(CC(=O)Nc2ccccc2C)c1=O,nt,-3%,-9%
O=c1cc(CN2CCN(CCO)CC2)c2cc3c(cc2o1)CCC3,-8%,-5%,4%
CCN1CCN(C(=O)Nc2ccccc2OC)CC1,-4%,-10%,0%
COC1CC(C)NC(=S)N1 (stereo not drawn),-1%,0%,3%
CCOC(=O)c1ccc(CN(Cc2ccc(F)cc2)S(=O)(=O)c2ccc(F)c(C(=O)Nc3ccc(Cl)cc3F)c2)cc1,nt,0%,-3%
Cc1cccc(N2C(=O)N3[C@H](c4ccc(F)cc4)[C@@H]4C(=O)N(C5CCCCC5)C(=O)[C@@H]4[C@]3(Cc3ccc(Cl)cc3)C2=O)c1,-2%,?,13%
O=C(O)c1ccc(N2CCN(c3ccc(Cl)cc3)CC2)c([N+](=O)[O-])c1,10%,0%,-2%
COC(=O)C(=O)/C=C(\O)c1c(C)cc(C)cc1C,10%,-16%,?
Cc1[nH]nc(N)c1N=Nc1ccc(Br)cc1,8%,-7%,nt
CCOC(=O)C1=C(C)NC(=O)NC1c1c(OC)ccc2ccccc12 (stereo not drawn),-4%,-16%,3%
CC1CC(C)CN(S(=O)(=O)c2ccc(C(C)(C)C)cc2)C1 (stereo not drawn),16%,-11%,4%
O=C(O)c1csc(Cc2ccccc2)n1,3%,-3%,16%
COc1cccc(C2=NOC(C(=O)Nc3cc(C)on3)C2)c1OC (stereo not drawn),13%,2%,-5%
CN(C)S(=O)(=O)c1cccc(NC(=O)C2Cc3ccccc3CN2C(=O)c2ccccc2)c1 (stereo not drawn),3%,1%,8%
Cc1nn(C)c(C)c1S(=O)(=O)N(CC(=O)NC1CCCCCC1)c1ccc(C(C)C)cc1,4%,0%,19%
CCN(CC)c1ccc(/C=N/NC(=O)CNC(=O)/C=C/c2ccco2)cc1,-8%,-9%,2%
# (listing goes on)
SMILES,N370S GC,KAT2A inh,FEN1 inhibitor
COc1cc(OC)cc(-c2oc(=O)c3cc(OC)c(OC)cc3c2C(F)(F)F)c1,nt,-6%,-9%
Cc1ccc(NC(=O)NCCN2C(=O)C3C4C=CC(C4)C3C2=O)cc1 (stereo not drawn),5%,-5%,-20%
COc1cc(C=O)ccc1OC(=O)N1CCOCC1,-8%,-18%,10%
COc1ccccc1-c1nnc(SCC(=O)NC2CCS(=O)(=O)C2)n1CCc1ccccc1 (stereo not drawn),-8%,3%,4%
COC(=O)CCC(=O)Nc1ccc(NC(C)=O)cc1,21%,-3%,-3%
O=C(c1cc(C(F)(F)F)cc(C(F)(F)F)c1)N1CCC[C@@]2(CCN(Cc3ccncc3)C2)C1,7%,-8%,nt
CC(=O)c1ccc(NC(=O)Nc2ccncc2)cc1,2%,-6%,-9%
O=C(NNC(=O)C1CCCN(S(=O)(=O)c2cccc(F)c2)C1)C1CC1 (stereo not drawn),-19%,-1%,4%
O=c1cc2c(nn1Cc1ccccc1Cl)-c1ccccc1CC2,26%,0%,-16%
O=C(c1cccs1)N1CCN(c2cc(Cl)ccc2Cl)CC1,15%,-6%,-1%
CCCCNc1nc(Oc2ccc(OCC)nn2)nc(N2CCOCC2)n1,nt,1%,-4%
COc1cc2c(cc1OC)C(c1cc(OC)c(OC)cc1[N+](=O)[O-])N(C(C)=O)CC2 (stereo not drawn),-21%,-7%,-3%
CCC(Cc1ccccc1)n1c(=S)[nH]c2ccccc2c1=O (stereo not drawn),0%,-17%,-12%
CCCc1cc(C(=O)Nc2cc(Cl)ccc2O)no1,-5%,-7%,0%
Cc1ccc(S(=O)(=O)N2CCC(C(=O)NC3CCCC3)CC2)cc1Cl,2%,-4%,8%
Nc1c(-c2ccccc2)c(CN2CCOCC2)nn1-c1ccccc1,3%,18%,-11%
COc1ccc(-n2ncc3c2CC(C)(C)CC3NC(=O)c2c(C)cc(=O)oc2C)cc1 (stereo not drawn),4%,-4%,16%
CCOC(=O)Cn1c(=O)oc2cc(S(=O)(=O)NCCc3ccc(OCC)c(OCC)c3)ccc21,-7%,-8%,-19%
O=C(Nc1cccc(C(F)(F)F)c1)/C(=C\c1ccco1)NC(=O)c1cccs1,?,-4%,2%
Cc1ccc(Cn2nnc3c(=O)[nH]c(C4CCN(S(=O)(=O)c5ccccc5F)CC4)nc32)cc1,-18%,-9%,-3%
COc1ccc(C2C(C(=O)N3CCC(C)CC3)c3ccccc3C(=O)N2C)cc1 (stereo not drawn),-19%,1%,-5%
CCN(CCO)c1ncnc2onc(-c3ccc(F)cc3)c12,-12%,2%,19%
CC1CCCCC1NC(=O)CNC(=O)c1cccs1 (stereo not drawn),2%,3%,0%
Cc1sc(-c2ccccn2)nc1OC(=O)c1ccc(F)cc1F,-12%,0%,-2%
COC(=O)c1cc(NC(=O)c2ccc3c(c2)N(Cc2cccc(Cl)c2)C(=O)c2ccccc2S3=O)cc(C(=O)OC)c1 (stereo not drawn),nt,-7%,-12%
COc1ccc(C(=O)CSc2nnc(NC(=O)C3CC(=O)N(c4ccccc4)C3)s2)cc1 (stereo not drawn),-4%,-1%,-2%
Cc1nc(-c2cccc(F)c2)sc1CCNC(=O)C(=O)Nc1ccc2c(c1)OCO2,nt,-23%,15%
O=C(Nn1cnnc1)c1ccc(OC(F)(F)C(F)C(F)(F)F)cc1 (stereo not drawn),-2%,-2%,13%
O=C(CSc1nnc(-c2ccco2)o1)c1ccc(F)c(F)c1,-27%,-1%,7%
COc1ccc(CCNC(=O)c2cc(-c3ccc4c(c3)OCO4)on2)cc1OC,-14%,-2%,-13%
N#C/C(=N\Nc1c(Cl)cccc1Cl)C(=O)NN,1%,-2%,-4%
Brc1ccccc1/C=N/Nc1ccccn1,13%,1%,2%
CC(C)OCCCNC(=O)CN1C(=O)c2ccccc2Sc2ncccc21,nt,-1%,-2%
CC(C)CCN(C(=O)c1csnn1)C(C(=O)NC1CCCCC1)c1ccc(F)cc1 (stereo not drawn),-12%,-8%,-3%
CCCN(C(=O)c1cccs1)c1c(N)n(Cc2ccccc2)c(=O)[nH]c1=O,nt,-1%,16%
O=S(=O)(Nc1nc2ccccc2nc1Nc1ccc2c(c1)OCO2)c1ccc(F)cc1,3%,-3%,6%
CN(C)S(=O)(=O)N1CCN(c2ccccc2)CC1,7%[12.8 µM],-2%,5%

# Results in KAT2A inh and N370S GC, for some of the entries so far:
compound,KAT2A inh,N370S GC
N#C/C(=N\Nc1c(Cl)cccc1Cl)C(=O)NN,-2%,1%
Brc1ccccc1/C=N/Nc1ccccn1,1%,13%
CC(C)OCCCNC(=O)CN1C(=O)c2ccccc2Sc2ncccc21,-1%,nt

# Of the compounds above, these have a Cl atom:
SMILES,N370S GC,KAT2A inh,FEN1 inhibitor
Cn1cc(C(=O)Nc2ccc(F)c(Cl)c2)cn1,-14%,-9%,-6%
CCC(=O)NCCc1nc2cc(NC(=O)c3ccc(Cl)cc3)ccc2n1C,-8%,-15%,16%
Cc1ccc(NC(=O)Cc2nnc(SCC(=O)c3ccc(Br)cc3)n2C)cc1Cl,-18%,-2%[0.501 µM],nt
N#Cc1c(SCc2cccc(Cl)c2)sc(C(=O)c2ccccc2)c1N,24%,-2%,-8%
COC(=O)Cc1ccc(NC(=S)N2CCN(c3cc(Cl)ccc3C)CC2)cc1,0%,-5%,-14%
CCN(CC)S(=O)(=O)c1cc(NC(=O)C2CC(=O)N(Cc3ccccc3)C2)ccc1Cl (stereo not drawn),nt,-5%,5%
CCOC(=O)c1ccc(CN(Cc2ccc(F)cc2)S(=O)(=O)c2ccc(F)c(C(=O)Nc3ccc(Cl)cc3F)c2)cc1,nt,0%,-3%
Cc1cccc(N2C(=O)N3[C@H](c4ccc(F)cc4)[C@@H]4C(=O)N(C5CCCCC5)C(=O)[C@@H]4[C@]3(Cc3ccc(Cl)cc3)C2=O)c1,-2%,?,13%
O=C(O)c1ccc(N2CCN(c3ccc(Cl)cc3)CC2)c([N+](=O)[O-])c1,10%,0%,-2%
O=c1cc2c(nn1Cc1ccccc1Cl)-c1ccccc1CC2,26%,0%,-16%
O=C(c1cccs1)N1CCN(c2cc(Cl)ccc2Cl)CC1,15%,-6%,-1%
CCCc1cc(C(=O)Nc2cc(Cl)ccc2O)no1,-5%,-7%,0%
Cc1ccc(S(=O)(=O)N2CCC(C(=O)NC3CCCC3)CC2)cc1Cl,2%,-4%,8%
COC(=O)c1cc(NC(=O)c2ccc3c(c2)N(Cc2cccc(Cl)c2)C(=O)c2ccccc2S3=O)cc(C(=O)OC)c1 (stereo not drawn),nt,-7%,-12%
N#C/C(=N\Nc1c(Cl)cccc1Cl)C(=O)NN,1%,-2%,-4%

# Rows are unselected. About 0.54% of those tested had a hit in this group.
